# Source: PubChem BioAssay (several laboratories)
# OXTR ag – activates the human oxytocin receptor. CHO-OTR cells, Fluo-8 calcium fluorescence; normalized: DMSO 0%, oxytocin 100%. 0.32% of 320,000 active. P30559. activation, % at 3 µM. AID 2435;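 active means activation above the mean of all tested compounds plus 3 SD, cutoff set per screening run, cut at about 20% in these data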;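 further: peak over basal fluorescence ratio from a 100 s FLIPR kinetic read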
# MEKK3 PB1 HTS – raises or lowers MEK5 binding to the human MEKK3 PB1 domain. AID 1529. Q99759. 1.4% of 290,000 active. bead-based flow cytometry, Alexa488-MEK5 binding to MEKK3; actives lie on both sides; 0 = blocked by unlabeled MEK5, 100 = vehicle. binding response (% of control), % at 10 µM;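 active means binding response more than 3 SD above or below the average of its plate-row segment, actives on both sides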;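 further: Alexa488 bead fluorescence after subtracting the streptavidin-only scavenger bead signal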
# Target sequence (Q99759 whole entry, looked up, the tested form may be a part): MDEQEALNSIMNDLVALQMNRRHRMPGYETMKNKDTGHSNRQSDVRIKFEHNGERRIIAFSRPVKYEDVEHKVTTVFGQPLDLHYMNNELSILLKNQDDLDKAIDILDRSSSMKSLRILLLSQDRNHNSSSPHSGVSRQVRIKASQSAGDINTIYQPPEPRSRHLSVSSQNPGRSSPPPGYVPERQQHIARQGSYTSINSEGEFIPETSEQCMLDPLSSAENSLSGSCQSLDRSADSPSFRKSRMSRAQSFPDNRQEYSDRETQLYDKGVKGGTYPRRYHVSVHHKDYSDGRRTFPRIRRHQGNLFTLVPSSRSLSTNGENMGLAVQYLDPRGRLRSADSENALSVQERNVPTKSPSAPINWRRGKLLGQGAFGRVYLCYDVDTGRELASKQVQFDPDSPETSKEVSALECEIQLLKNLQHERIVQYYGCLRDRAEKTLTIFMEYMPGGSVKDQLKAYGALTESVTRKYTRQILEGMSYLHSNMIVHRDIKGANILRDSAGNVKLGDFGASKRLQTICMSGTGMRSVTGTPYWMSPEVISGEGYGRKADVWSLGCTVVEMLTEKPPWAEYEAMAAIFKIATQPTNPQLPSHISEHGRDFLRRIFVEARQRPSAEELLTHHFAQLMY
# V1aR counter – activates human V1a receptor in oxytocin agonist counter-screen | activation, % at 3 µM | CHO-V1R cells, Fluo-8 calcium fluorescence, agonist mode; 0% DMSO, 100% 3 nM vasopressin | AID 2797 | P37288 | 0.25% of 320,000 active;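 active means activation above the mean activation of all tested compounds plus 3 SD, per screening run, cut at about 20% in these data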;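 further: signal is peak over basal fluorescence ratio across a 100 second FLIPR read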
# NALP1 inh – NALP1 inhibition; inhibition, % at 10 µM; 0.61% of 280,000 active; S. cerevisiae NALP1/ASC/caspase-1 growth, X-gal OD620, 72 h; AID 2071; in the data active means inhibition mostly above about 24%, no sharp cut-off; inactive means mostly below about 32%; further: some compounds called inactive have numbers as strong as hits
# GPR7 antagonist – human neuropeptides B/W receptor 1 antagonism; P48145; GPR7-expressing cells, fluorescence antagonist assay; inhibition, % at 4.4 µM; 1.1% of 290,000 active; in the data active means inhibition above about 16%, passing the limit was not always enough;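 further: cells stimulated with the agonist NPW; 0% = agonist with vehicle and 100% = vehicle without agonist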
# Target sequence (P48145 whole entry, looked up): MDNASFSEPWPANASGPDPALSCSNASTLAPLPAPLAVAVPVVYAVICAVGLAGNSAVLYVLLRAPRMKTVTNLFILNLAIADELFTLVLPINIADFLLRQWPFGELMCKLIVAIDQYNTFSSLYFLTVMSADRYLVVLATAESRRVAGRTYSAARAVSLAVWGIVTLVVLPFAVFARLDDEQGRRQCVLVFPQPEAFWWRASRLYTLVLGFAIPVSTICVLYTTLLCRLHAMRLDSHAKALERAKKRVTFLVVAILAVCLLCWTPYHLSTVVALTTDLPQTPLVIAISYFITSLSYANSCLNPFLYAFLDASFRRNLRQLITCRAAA
# PHOSPHO1 inh – PHOSPHO1 (human) inhibition | Q8TCT1 | recombinant PHOSPHO1, absorbance phosphatase assay | inhibition, % at 13.3 µM | 1.1% of 290,000 active; in the data active means inhibition above about 60%
# MEKK2 WT-MEK5 – raises or lowers MEK5 binding to wildtype human MEKK2 PB1 domain; binding response (% of control), % at 10 µM; bead flow cytometry, Alexa488-MEK5 binding to MEKK2 WT; actives lie on both sides; AID 1531; Q9Y2U5; 1.1% of 290,000 active; in the data active means binding response below about 67% or above about 130%
# GalR3 antag – human GalR3 antagonism; AID 651719; 0.44% of 360,000 active; HEK293 GalR3-CNG cAMP membrane potential fluorescence; galR3 body fused to GalR1 C-terminus; O60755; inhibition, % at 3 µM;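 active means inhibition above the screen-wide average plus 3 SD, cut at about 13% in these data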;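 further: forskolin and galanin both at EC90 stimulate the cells; cAMP rise reported by CNG channel membrane potential dye signal; 0% = forskolin plus galanin with DMSO and 100% = forskolin alone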
# MEKK2 mut-MEK5 – signal of MEK5 binding to mutant human MEKK2 PB1 domain; 0.35% of 290,000 active; bead flow cytometry, Alexa488-MEK5 binding to MEKK2 mutant; percent response, % at 10 µM; in the data active means percent response above about 24%, passing the limit was not always enough; further: inactives centre near 1; some results filed as inactive read as strong as hits; reference of the scale not given here
# Active calls of the source: *; · = not tested or not shown; [ ] = remark or other dose.
no.	molecule	OXTR ag	MEKK3 PB1 HTS	V1aR counter	NALP1 inh	GPR7 antagonist	PHOSPHO1 inh	MEKK2 WT-MEK5	GalR3 antag	MEKK2 mut-MEK5
1	CC(=O)c1c(C)[nH]c(C(=O)NCc2ccc(C)cc2)c1C	2.9	107	3.6	14	10	8	113	-5	10
2	CC1=C(C(N)=O)C(c2cccs2)NC(=S)N1 (configuration not stated)	1.9	108	1.6	10	-6	35	102	-1	3
3	CC(C)c1ccc2oc(=O)cc(CN3CCCCC3)c2c1	-2.1	98	-1.3	8	-15	20	96	-7	3
4	Cc1ccc(NCC(=O)N=Nc2c(O)n(C)c3ccccc23)cc1	0.0	90	-0.6	14	-5	28	81	-6	-10
5	Cc1ccc(N(CC(=O)NCCc2ccc(F)cc2)S(=O)(=O)c2ccc(Cl)c([N+](=O)[O-])c2)c(C)c1	-0.9	105	0.6	12	48*	6	105	-10	19
6	CCOc1ccc(NC(=S)Nc2cccnc2)cc1	-0.9	90	1.6	-19	7	12	93	-7	-3
7	O=C(NCc1cccnc1)c1ccc(S(=O)(=O)N2CCOCC2)cc1	0.1	88	0.3	11	-5	-1	90	-2	-1
8	CCC(=O)Nc1cccc(-n2nnnc2SCC(=O)N2CCCCC2)c1	0.7	105	2.6	11	-4	45	102	3	5
9	Cc1cc(C(=O)NNC(=S)Nc2ccccc2)nn1C	-0.3	98	0.9	-26	-2	-33	94	2	-5
10	c1ccc(CSc2ncnc3c2sc2nc(N4CCOCC4)c4c(c23)CCCC4)cc1	0.4	99	0.4	3	-7	41	97	-1	-1
11	COc1cc(Br)c(C2C(C#N)=C(N)Oc3n[nH]c(-c4cccnc4)c32)cc1OC (configuration not stated)	-0.2	126	0.6	5	0	48	108	0	-1
12	Cc1ccc(-c2nn(-c3cccc(F)c3)cc2CNCCc2ccncc2)o1	0.8	102	-0.2	11	0	31	134	-4	14
13	CN(Cc1ccccc1)C(=O)c1[nH]cnc1C(=O)N[C@@H](Cc1ccccc1)C(=O)OC(C)(C)C	-1.1	96	-0.8	17	-1	21	92	-4	-1
14	O=C(CN(c1cccc([N+](=O)[O-])c1)S(=O)(=O)c1ccccc1)NCc1cccnc1	1.4	102	1.4	7	-6	10	105	-4	0
15	O=C(O)CCCN1C(=O)NC2NC(=O)NC21 (configuration not stated)	1.0	100	1.2	6	-7	-3	104	2	5
16	O=C(CCc1ccc(S(=O)(=O)NCc2ccccc2)cc1)NCC1CCCO1 (configuration not stated)	-0.2	96	1.6	26	-6	6	95	-5	-2
17	Cc1nn(CC(=O)NCCCN2CCN(C)CC2)c(=O)c2cc(-c3ccccc3)nn12	1.0	101	0.9	17	6	17	101	-3	4
18	CC(=O)c1cccc(NC(=O)COC(=O)c2cccs2)c1	1.4	96	0.5	11	1	32	105	-2	-2
19	COc1ccc(CCNC(=O)CSc2nn(-c3ccccc3)c(=S)s2)cc1	1.4	93	-1.1	·	-4	44	95	-6	-10
20	COc1ccc(-n2c(SCCNCCO)nc3sc4c(c3c2=O)CCCC4)cc1	0.8	108	-0.3	17	-6	18	144*	-11	24*

# (listing goes on)
no.	molecule	OXTR ag	MEKK3 PB1 HTS	V1aR counter	NALP1 inh	GPR7 antagonist	PHOSPHO1 inh	MEKK2 WT-MEK5	GalR3 antag	MEKK2 mut-MEK5
21	CC(C)(C)NC(=O)C(c1ccc(OCC(N)=O)cc1)N(C(=O)c1cccnc1)C1CC1 (configuration not stated)	2.9	105	0.1	-7	4	6	109	-6	9
22	CC(C)=C1SC(N2CCCCC2)=NC1=O	-0.9	97	0.3	13	-12	15	102	-5	5
23	CC(=O)Nc1ccc(S(=O)(=O)NC(C)C(=O)NCCc2ccc(F)cc2)cc1 (configuration not stated)	1.9	103	0.6	7	2	12	106	4	-4
24	CC(C)(C)C(=O)CSc1ncnc2c1cnn2Cc1ccccc1	-0.5	105	-0.2	12	15	·	105	-8	3
25	CCOC(=O)C1(CC2CCCCO2)CCN(Cc2nc(C(C)C)cs2)CC1 (configuration not stated)	-1.1	97	1.6	4	-13	-1	91	-3	-13
26	COc1ccc(NC(=O)CSc2nnc(-c3ccccc3)n2N)cc1	0.4	100	-0.8	-58	8	-1	105	-4	2
27	Cc1ccc(NC(=O)C[n+]2cc(-c3ccccc3)n3c2CCC3)c(C)c1	-0.4	92	0.2	16	-1	-6	101	-1	3
28	COc1ccc(/C(O)=C2/C(=O)C(=O)N(CCN(C)C)C2c2ccccn2)cc1OC (configuration not stated)	0.9	106	0.1	19	-4	28	108	0	10
29	Cc1ccc(-n2c(C)cc(C(=O)COC(=O)c3c(C)noc3C)c2C)cc1	0.4	104	-0.3	-23	4	-8	100	0	1
30	COc1cc(OC)c(NS(=O)(=O)c2coc(C(N)=O)c2)cc1Cl	0.5	84	0.4	15	-7	-3	88	3	-5
31	Cc1[nH]c2ccccc2c1C(O)CN1CCC2(CC1)OCCO2 (configuration not stated)	-1.0	102	0.2	3	-7	1	102	2	2
32	Cc1cccc(NCC(=O)N/N=C/c2cccc(Br)c2)c1	0.1	102	0.2	-9	-6	-1	93	7	-5
33	COc1cc(NC(=O)CN2C(=O)CN(C)C2=O)c(C)cc1[N+](=O)[O-]	0.5	97	0.2	17	-9	13	95	-3	-9
34	CCOC(=O)c1c(C)[nH]c(C(=O)COC(=O)/C=C/c2ccc(OC(F)F)cc2)c1C	0.1	95	0.2	18	-6	33	101	-12	1
35	CCN1C(=O)CC(N2CCC(C(=O)OC)CC2)C1=O (configuration not stated)	0.3	97	0.2	5	-13	0	94	2	3
36	COc1cc(C(=O)OCCNC(=O)c2ccncc2)cc(OC)c1OC	-0.2	95	0.3	3	-13	-9	89	0	3
37	CN(C)S(=O)(=O)c1cccc(C(=O)Nc2ccc3c(c2)CCC3)c1	2.2	101	3.6	16	-18	23	99	-1	-6
38	COc1cc2c(cc1OC)CN(C(=O)c1cccs1)CC2	0.1	92	0.1	10	4	-11	100	1	-2
39	CN(Cc1ccccc1)c1nc2c(c(=O)[nH]c(=O)n2C)n1CCSc1nc2ccccc2[nH]1	-1.9	99	-0.9	11	-4	7	102	0	2
40	COc1ccc(Nc2ncc(C(=O)N3CCN(c4ccc(F)cc4)CC3)c3ccccc23)cc1	4.4	96	8.8	4	20	8	93	-3	-1

# 5 entries from above, in transposed form.
21	CC(C)(C)NC(=O)C(c1ccc(OCC(N)=O)cc1)N(C(=O)c1cccnc1)C1CC1 (configuration not stated)
22	CC(C)=C1SC(N2CCCCC2)=NC1=O
23	CC(=O)Nc1ccc(S(=O)(=O)NC(C)C(=O)NCCc2ccc(F)cc2)cc1 (configuration not stated)
24	CC(C)(C)C(=O)CSc1ncnc2c1cnn2Cc1ccccc1
25	CCOC(=O)C1(CC2CCCCO2)CCN(Cc2nc(C(C)C)cs2)CC1 (configuration not stated)

Assay by compound | 21 | 22 | 23 | 24 | 25
OXTR ag | 2.9 | -0.9 | 1.9 | -0.5 | -1.1
MEKK3 PB1 HTS | 105 | 97 | 103 | 105 | 97
V1aR counter | 0.1 | 0.3 | 0.6 | -0.2 | 1.6
NALP1 inh | -7 | 13 | 7 | 12 | 4
GPR7 antagonist | 4 | -12 | 2 | 15 | -13
PHOSPHO1 inh | 6 | 15 | 12 | · | -1
MEKK2 WT-MEK5 | 109 | 102 | 106 | 105 | 91
GalR3 antag | -6 | -5 | 4 | -8 | -3
MEKK2 mut-MEK5 | 9 | 5 | -4 | 3 | -13

# Along the list, from the results shown.
# OXTR ag, entries 28 to 37, in order: 0.9, 0.4, 0.5, -1.0, 0.1, 0.5, 0.1, 0.3, -0.2, 2.2

# The listing continues.
no.	molecule	OXTR ag	MEKK3 PB1 HTS	V1aR counter	NALP1 inh	GPR7 antagonist	PHOSPHO1 inh	MEKK2 WT-MEK5	GalR3 antag	MEKK2 mut-MEK5
41	COC(=O)[C@@H]1C[C@H]2CC[C@H](O)C[C@H]2N1Cc1ccccc1OS(=O)(=O)c1ccc(C)cc1	-0.8	97	0.1	·	·	26	93	1	2
42	O=C(O)Cc1ccc(NC(=O)C(c2ccccc2)c2ccccc2)cc1	0.0	97	0.8	12	2	39	96	-8	-4
43	CC(C)Oc1ccc(C(=O)Nc2c3c(nn2-c2ccccc2)CS(=O)(=O)C3)cc1	-0.8	106	-0.1	-1	-10	-23	107	-5	7
44	O=C(N/N=C/c1cc2c(cc1Cl)OCO2)c1ccccn1	0.0	97	0.2	·	-16	·	98	-6	2
45	COc1ccc(CCNC(=O)C/C(C)=N/NC(=O)COc2ccc(C)cc2Br)cc1OC	-0.6	102	0.1	0	-5	51	95	-9	3
46	CC(C)(C)NC(=O)CN(C(=O)c1csnn1)c1ccccc1-c1ccccc1	1.1	101	1.0	3	-4	19	90	-2	-8
47	COc1cc2c(cc1OC)C(C)N(C(=O)c1ccc(Br)o1)CC2 (configuration not stated)	-0.9	124	-0.1	32	-4	10	106	0	0
48	O=C(c1ccccc1F)N1CCN(S(=O)(=O)c2ccc(Br)cc2)CC1	3.1	99	2.3	12	9	44	104	·	3
49	Cc1ccc(NC(=O)NNC(=O)c2cccs2)cc1	-0.3	71*[inhibitor]	0.9	25	-1	0	94	0	0
50	COc1ccccc1/C=C(\NC(=O)c1ccc(OC)c(OC)c1)C(=O)Nc1ccc([N+](=O)[O-])cc1	-0.8	92	1.1	3	2	-4	98	-1	-2
51	NC(=O)c1c(NC(=O)CN2C(=O)CCC2=O)sc2c1CCCCC2	0.1	102	1.7	20	-16	58	101	4	-2
52	Cc1ccc(NC(=O)Cn2c(=O)n(CCC(=O)NC3CCN(Cc4ccccc4)CC3)c(=O)c3ccccc32)cc1	-0.3	89	-0.2	1	0	11	93	0	-3
53	C=CCn1c(=O)c2ccccc2n2c(SC(C)C(=O)Nc3nc(-c4ccccc4)cs3)nnc12 (configuration not stated)	0.0	105	1.0	-1	-6	-26	107	-3	4
54	Cc1ccc(S(=O)(=O)N(C)C)cc1NC(=O)CCNC(=O)c1ccco1	0.3	97	0.3	6	0	6	98	-9	3
55	Fc1ccccc1C1c2cccn2CCN1C(=S)Nc1cccc(Br)c1 (configuration not stated)	1.0	95	0.2	0	-3	22	98	-3	-4
56	CCn1c(SCC(=O)Nc2nnc(C)s2)nc2c(c1=O)SC(C)C2 (configuration not stated)	-1.3	100	1.5	·	-2	3	104	·	4
57	CSc1ccccc1NC(=O)c1cccnc1	0.4	101	0.6	32	-14	0	102	-4	0
58	Cc1ccc(S(=O)(=O)NCc2ccccc2)cc1C(=O)N1CCCCC1	-0.4	94	1.8	21	-7	5	101	-2	2
59	O=C(COC(=O)c1cccnc1)Nc1cccc2ccccc12	0.9	99	1.3	6	4	40	99	-4	2
60	CC(CCc1ccccc1)NC(=O)CNC(=O)N1CC(=O)Nc2ccccc21 (configuration not stated)	-0.3	98	-0.1	20	-8	58	95	-12	-11
61	CCCCN1C(=S)NC[C@@H]1Cc1ccccc1	-1.4	104	1.1	4	-2	30	106	1	9
62	CCOC(=O)C1CCCN(C(=O)c2cccs2)C1 (configuration not stated)	-0.6	111	-1.1	-16	-1	-8	108	8	3
63	OCC1(CCOc2ccccc2)CCN(Cc2ccccc2C(F)(F)F)CC1	0.7	109	3.4	6	-9	19	115	-2	9
